aSyn UTR inh = 5' untranslated region of α-synuclein, MLPCN primary screen. alpha-synuclein 5'UTR reporter, inhibitor activity. inhibition, % (tested at 7.5 µM). actives 0.82% (n = 300,000); in the data active = inhibition above about 60%; inconclusive = no clear call, values can overlap the other calls;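 note: H4 neuroglioblastoma cells stably carrying SNCA 5'UTR luciferase fusion; 0% = DMSO wells and 100% = positive control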
HSF1 inh = HSF1 inhibition; NIH3T3-HGL HSE-luciferase, MG132-induced, luminescence 8 h; stronger effect = lower value; activity change, negative = inhibition, % at 7.5 µM (by protocol); actives 0.77% (n = 300,000);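 active = more than half of replicate wells show activity change below -50%, luminescence cut by over half; inconclusive = some wells, but at most half, below -50%; inactive = no replicate well below -50%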;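 note: luciferase reports HSF-1 transcriptional activity via heat shock element; 0% = median of DMSO wells and -100% = zero luminescence signal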
PolyA inh = blocks polyadenylation in yeast reporter cells. S. cerevisiae SKY197-pL101 polyadenylation reporter, beta-gal luminescence; efflux-impaired pdr1/pdr3 knockout yeast; score 100 = 6 SD above DMSO. calls only at 12 µM. actives 0.02% (n = 300,000). AID 1875;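 active = lowest replicate activity score at least 50, where 100 means six control SD above control mean; inconclusive = lowest score under 50 but half or more replicates reach 50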;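 note: yeast exposed to compound for 9 h at 30 °C; higher score means more reporter readthrough which indicates perturbed polyadenylation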
GSK3A inh = blocks human GSK-3 alpha kinase | AID 2650 | ADP-Glo luminescence, 60 min | inhibition, % at 10 µM | actives 0.1% (n = 320,000) | P49840;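 in the data active = inhibition above about 50%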;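 note: GST-tagged GSK-3 alpha with peptide substrate and 25 µM ATP; 0% = DMSO neutral wells and 100% = GW8510 positive control wells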
Target sequence (P49840 whole entry, looked up): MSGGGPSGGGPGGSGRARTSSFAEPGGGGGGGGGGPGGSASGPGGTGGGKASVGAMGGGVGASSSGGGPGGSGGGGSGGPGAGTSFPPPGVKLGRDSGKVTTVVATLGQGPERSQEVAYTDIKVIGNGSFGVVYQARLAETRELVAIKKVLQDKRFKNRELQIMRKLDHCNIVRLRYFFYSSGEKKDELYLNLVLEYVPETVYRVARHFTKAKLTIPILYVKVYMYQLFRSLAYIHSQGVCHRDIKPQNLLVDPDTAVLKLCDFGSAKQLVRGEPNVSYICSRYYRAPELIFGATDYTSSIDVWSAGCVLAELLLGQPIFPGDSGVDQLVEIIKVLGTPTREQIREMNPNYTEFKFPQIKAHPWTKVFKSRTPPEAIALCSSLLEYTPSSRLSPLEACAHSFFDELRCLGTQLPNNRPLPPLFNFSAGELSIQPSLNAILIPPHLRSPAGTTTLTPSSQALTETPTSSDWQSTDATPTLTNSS
IEC-6 cytotox = counter-screen for KLF5 inhibitors: cytotoxicity in IEC-6 cells; AID 1825; actives 0.78% (n = 290,000); inhibition, % at 5 µM; IEC-6 cytotoxicity, luminescence viability; in the data active = inhibition above about 22%;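 note: 0% = plate median of test compound wells and 100% = cytotoxic reference compound wells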
HSF1 activator = increases HSF-1 driven luciferase reporter signal; actives 1.7% (n = 300,000); activation, % at 9 µM; AID 504408; NIH3T3-HGL HSF-1 luciferase reporter, MG132, 8 h; 100% = twice DMSO control signal;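 active = mean replicate activation of at least 50% with a set share of replicates each reaching 50%; inconclusive = only one of those two conditions met; inactive = mean below 50% and too few replicates reaching it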;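 note: 0% = median of the neutral control wells and 100% = twice that signal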
KLF5 inhibitor = suppresses KLF5 promoter-driven expression. DLD-1 KLF5 promoter-luciferase reporter, luminescence. inhibition, % at 5 µM. actives 0.23% (n = 290,000);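 active = inhibition above a per-plate limit of that plate's mean compound inhibition plus 3 SD, cut at about 60% in these data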;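 note: 0% = DMSO wells and 100% = LY294002 at 200 µM; higher means less KLF5 promoter-driven luciferase light; inactives centre near -14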
AI-2 QS mod = Vibrio harveyi AI-2 quorum sensing modulation | Vibrio harveyi JMH597 AI-2 luminescence/OD600 ratio, 9 h; stronger effect = lower value; strain lacks LuxN and CqsS sensors; 0 = neutral-control median | activity change, % at 7.5 µM | actives 0.4% (n = 300,000); in the data active = activity change below about -75%, passing the limit was not always enough; inconclusive = no clear call, values can overlap the other calls;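 note: luminescence divided by OD600 gain over 9 h not by final OD600 alone; inactives centre near 13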
HSP90 refold inh = blocks HSP90-mediated luciferase refolding in reticulocyte lysate; Rabbit reticulocyte lysate, luciferase refolding luminescence, 3 h; inhibition, % at 5.6 µM; actives 0.91% (n = 290,000); AID 1789;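 active = inhibition above the screen-wide mean plus 3 SD, computed separately per campaign, cut at about 16% in these data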;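 note: 0% = DMSO wells and 100% = 60 µM geldanamycin wells; inhibitors lower the luminescence because luciferase stays unfolded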
GSK3B inh = blocks human GSK3beta kinase activity | P49841 | activity score (negative = inhibition), % at 10 µM | actives 0.038% (n = 300,000) | AID 2097 | GST-GSK3beta kinase, ADP-Glo luminescence, 60 min; stronger effect = lower value;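 active = more than half of replicate wells score below -50%, meaning over 50% inhibition versus plate controls; inconclusive = some replicates but at most half score below -50%; inactive = no replicate scores below -50%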;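 note: 0% = median DMSO wells and -100% = median GW8510 positive control wells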
Target sequence (P49841 whole entry, looked up): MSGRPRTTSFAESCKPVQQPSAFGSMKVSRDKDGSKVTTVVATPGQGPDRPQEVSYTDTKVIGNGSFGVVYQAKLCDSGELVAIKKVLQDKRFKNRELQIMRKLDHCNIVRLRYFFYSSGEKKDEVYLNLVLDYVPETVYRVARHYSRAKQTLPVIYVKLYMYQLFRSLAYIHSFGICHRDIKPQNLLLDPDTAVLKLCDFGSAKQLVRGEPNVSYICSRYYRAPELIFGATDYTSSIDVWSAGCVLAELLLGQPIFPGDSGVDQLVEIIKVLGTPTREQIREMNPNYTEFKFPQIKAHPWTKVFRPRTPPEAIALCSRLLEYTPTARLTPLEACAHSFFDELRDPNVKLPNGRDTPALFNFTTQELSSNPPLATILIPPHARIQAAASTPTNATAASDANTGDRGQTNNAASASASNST
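test system = GST-tagged human GSK3beta kinase, cell-free | reagent = 25 µM ATP with peptide substrate | dosing = one dose of 10 µM per compound | schedule = 60 min reaction, RT | detection = luminescent ADP-Glo measurement of ADP formed | control set = DMSO neutral wells and GW8510 at 20 µM as positive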
Starred values were filed as active, the others as inactive; i = inactive; ? = inconclusive; nt = no result given. This is a subset; the hit share may differ from the screen's.

SMILES	aSyn UTR inh	HSF1 inh	PolyA inh	GSK3A inh	IEC-6 cytotox	HSF1 activator	KLF5 inhibitor	AI-2 QS mod	HSP90 refold inh	GSK3B inh
CC1(C)C(=O)Nc2ccccc2N1C(=O)COC(=O)Cc1c(F)cccc1Cl	-3	5	i	-1	nt	9	nt	14	nt	1
Cc1ccc(N=Nc2c(C)[nH][nH]c2=O)c(C)c1	-7	22	i	0	3	12	-39	20	2	1
N#Cc1ccc(OCc2ccc(C(=O)O)o2)cc1	18	-8	i	-3	5	-14	-2	22	2	2
COc1ccccc1N1CCN(C(=O)c2ccccc2N(C)S(=O)(=O)c2ccc(C)cc2)CC1	15	-1	i	-1	0	5	-6	6	0	-1
Cc1c(CCC(=O)O)c(=O)n2c([nH]c3ccccc32)c1C#N	31	-3	i	2	-3	30	-20	28	-2	0
COc1cc2c(cc1NC(=O)CSc1ccccn1)oc1ccccc12	-281	36	i	-1	8	46	-24	17	1	-1
Cc1occc1C(=O)N/N=C/c1ccc(Br)s1	-149	17	i	5	2	12	-129	19	1	2
CCOC(=O)c1nc2sc(C)c(C)c2c(=O)[nH]1	-6	-12	i	0	-4	-9	-21	41	3	1
CCCc1cc(C(=O)NC2CCCC2)no1	-94	6	i	-3	2	14	-71	9	0	3
Cc1ccc(C(=O)Nc2ccc(N3CCN(C(=O)c4ccco4)CC3)cc2)cc1	21	-8	i	-9	4	-3	0	15	1	4

Single entries from the list:
Result for COc1ccccc1N1CCN(C(=O)c2ccccc2N(C)S(=O)(=O)c2ccc(C)cc2)CC1 in AI-2 QS mod: 6
Result for CC1(C)C(=O)Nc2ccccc2N1C(=O)COC(=O)Cc1c(F)cccc1Cl in GSK3A inh: -1
Result for CCOC(=O)c1nc2sc(C)c(C)c2c(=O)[nH]1 in KLF5 inhibitor: -21
Result for N#Cc1ccc(OCc2ccc(C(=O)O)o2)cc1 in GSK3B inh: 2

An excerpt from above in order of number of heavy atoms, ascending.
SMILES	aSyn UTR inh	HSF1 inh	PolyA inh	GSK3A inh	IEC-6 cytotox	HSF1 activator	KLF5 inhibitor	AI-2 QS mod	HSP90 refold inh	GSK3B inh
CCCc1cc(C(=O)NC2CCCC2)no1	-94	6	i	-3	2	14	-71	9	0	3
Cc1occc1C(=O)N/N=C/c1ccc(Br)s1	-149	17	i	5	2	12	-129	19	1	2
CC1(C)C(=O)Nc2ccccc2N1C(=O)COC(=O)Cc1c(F)cccc1Cl	-3	5	i	-1	nt	9	nt	14	nt	1
COc1ccccc1N1CCN(C(=O)c2ccccc2N(C)S(=O)(=O)c2ccc(C)cc2)CC1	15	-1	i	-1	0	5	-6	6	0	-1

The list goes on.
SMILES	aSyn UTR inh	HSF1 inh	PolyA inh	GSK3A inh	IEC-6 cytotox	HSF1 activator	KLF5 inhibitor	AI-2 QS mod	HSP90 refold inh	GSK3B inh
Cc1noc(C)c1C(=O)NC(C)c1ccc2c(c1)OCO2 (stereo unspecified)	14	3	i	1	0	-4	3	24	-4	1
CC(C)OCCCNC(=O)NC12CC3CC(CC(C3)C1)C2	-43	-6	i	nt	3	1	-13	24	2	0
CCOC(=O)c1c(NC(=O)Cn2cnc([N+](=O)[O-])n2)sc(C)c1C	23	6	i	-2	2	12	-3	-1	-1	2
CCCCNC(=S)NNC(=O)c1cc(C2CC2)nc2ccccc12	17	1	i	-5	0	-1	-13	22	-3	-21
COc1ccc(Nc2cc(C)c3cc([N+](=O)[O-])ccc3n2)cc1	-24	18	i	-1	12	28	-32	-7	1	-1
COc1ccc(S(=O)(=O)NCC(c2cccs2)N2CCc3ccccc3C2)cc1 (stereo unspecified)	-29	2	i	-2	nt	5	nt	24	nt	1
CCC(=O)Nc1c(-c2ccc(Cl)cc2)c(=O)c2ccccc2n1C	-36	?	i	-3	9	-55	-24	29	2	-2
CC(C)OP(=O)(OC(C)C)C(O)c1cccc([N+](=O)[O-])c1 (stereo unspecified)	-25	-3	i	-4	2	-4	-11	11	4	2
CSc1nc2ccc(NS(=O)(=O)c3ccc4c(c3)OCCO4)cc2s1	-2	-1	i	4	-1	5	-6	21	-2	-3
COc1cccc(CN(C(=O)Cc2c[nH]c3ccccc23)C(C(=O)NC2CCCCC2)c2ccc(C)o2)c1 (stereo unspecified)	14	8	i	-2	5	17	10	32	3	1
CC(OC(=O)C1CC(=O)N(Cc2ccccc2)C1)C(=O)Nc1ccc(F)cc1Cl (stereo unspecified)	-7	0	i	0	nt	-4	nt	0	nt	0
COc1cc(/C=N\NC(=O)C2COc3ccccc3O2)cc(OC)c1O (stereo unspecified)	6	-1	i	-1	3	11	-11	2	5	1
COc1cc(/C=C(\C#N)c2nc3ccccc3[nH]2)cc(Br)c1OCc1ccccc1	-53	-3	i	nt	1	7	-65	23	-1	-1
CNC(=S)Nc1cc(Cl)ccc1Oc1ccccc1	25	-10	i	1	-1	-36	-21	4	0	1
c1ccc2c(c1)NC1(CCCCCC1)n1c-2nc2ccccc21	-142	14	i	-3	-1	34	-139	29	-5	-3
Cc1ccc(S(=O)(=O)N2CCC(C(=O)OC(C)C(=O)NC(N)=O)CC2)cc1C (stereo unspecified)	1	-1	i	0	-1	18	2	12	1	3
Cc1ccc(NC(=O)CSCC(=O)Nc2nnc(C)s2)cc1	3	-2	i	0	nt	1	nt	9	nt	-3
O=C(C1=C[C@H](c2ccc(C(F)(F)F)cc2)C[C@H](OCCCCO)O1)N1CCN(Cc2ccc3c(c2)OCO3)CC1	28	-70*	i	nt	0	-78	-2	2	4	0
CCn1c(NC(=O)c2ccc(F)cc2)c2ccccc2nc1=O	11	-4	i	0	4	1	-11	11	-1	-3
CC(=O)Nc1ccc(S(=O)(=O)N(C)CC(=O)OC(C)C(=O)N(C)Cc2ccccc2)cc1 (stereo unspecified)	-4	-2	i	-2	-4	-4	-45	18	-7	2
CNC(=O)c1c(NC(=O)CCS(=O)(=O)c2ccccc2)sc(C)c1C	3	-5	i	-2	nt	-4	nt	16	nt	1
O=C(N/N=C/CCc1ccccc1)c1ccc(CN2c3cccc4cccc(c34)S2(=O)=O)cc1	0	-6	i	0	-8	19	7	1	3	1
COc1ccc(CN(C)CC(=O)NC(C)c2ccccc2)cc1OC (stereo unspecified)	19	-1	i	-2	2	11	-22	-4	0	2
CCOC(=O)C1CCCN(C(=O)CCCn2nnnc2CN2CCC(C)CC2)C1 (stereo unspecified)	-19	2	i	8	-2	-18	-20	12	1	1
O=C(CCc1nnc2ccc(NCc3ccco3)nn12)Nc1ccc(F)cc1	-15	5	i	5	0	20	-35	28	-1	-1
Cc1cc2c(cc1S(=O)(=O)NCc1ccccc1)NC(=O)CO2	24	-9	i	nt	nt	-4	nt	29	nt	2
COCCCNC(=O)Cn1c(=O)n(Cc2ccc(F)cc2)c(=O)c2sccc21	4	-1	i	-3	-6	-2	-20	22	-1	-4
Cc1nc2c3cc(F)ccc3n(Cc3ccccc3F)c2s1	33	13	i	0	0	21	0	8	-4	2
Cc1csc(NC(=O)/C=C/c2ccc(C)o2)n1	-49	19	i	0	0	30	-19	-3	5	3
COc1ccc(/C=N/NC(=O)COc2cc(C)cc(C)c2)cc1COC(C)=O	-26	-12	nt	3	-3	-11	-2	-10	-3	-9
Cc1cc(C)n(-c2ccc(C(=O)OCC(=O)c3c(N)n(C)c(=O)n(C)c3=O)cc2)n1	-1	-3	i	-2	-1	-25	-23	25	1	2
CCC(=O)N1CCN=C1SCc1ccccc1	-22	23	i	-2	-2	29	-6	31	0	3
Cc1ccccc1N(CC(=O)NC1CCCCC1)C(=O)CNC(=O)c1cccs1	0	0	i	-4	6	-10	4	-5	3	2
CCc1c(C(=O)N/N=C/c2ccsc2)csc1C	-19	-3	i	1	0	8	-2	3	-2	3
COc1cccc(N2CCN(C(=O)c3ccc(=O)oc3)CC2C)c1 (stereo unspecified)	1	2	i	0	-1	-9	-42	7	3	0
CCN(C(=O)COC(=O)c1ccc(N2C(=O)c3ccccc3C2=O)cc1)C1CCS(=O)(=O)C1 (stereo unspecified)	-3	3	i	-6	1	42	3	16	-2	2
CCOC(=O)N1CCC(NC(=O)c2cccn3c(=O)c4cc(Br)ccc4nc23)CC1	-20	1	i	1	2	11	-1	17	1	-1
COc1cc(-c2nc3ccccc3c(=O)n2N)cc(OC)c1OC	3	4	i	-4	1	33	-33	37	-4	1
Cc1cccc(-c2cc3nc4c(c(NCc5ccco5)n3n2)CCCC4)c1	-93	22	i	-4	-4	40	-186	14	0	1
Cc1ccc(NC(=O)c2ccc3ccccc3n2)cc1S(=O)(=O)N1CCOCC1	16	-4	i	0	4	1	-36	13	0	6

Entries of single compounds as entered above:
Entry for `Cc1nc2c3cc(F)ccc3n(Cc3ccccc3F)c2s1` : aSyn UTR inh: 33; HSF1 inh: 13; PolyA inh: i; GSK3A inh: 0; IEC-6 cytotox: 0; HSF1 activator: 21; KLF5 inhibitor: 0; AI-2 QS mod: 8; HSP90 refold inh: -4; GSK3B inh: 2
Entry for `c1ccc2c(c1)NC1(CCCCCC1)n1c-2nc2ccccc21` : aSyn UTR inh: -142; HSF1 inh: 14; PolyA inh: i; GSK3A inh: -3; IEC-6 cytotox: -1; HSF1 activator: 34; KLF5 inhibitor: -139; AI-2 QS mod: 29; HSP90 refold inh: -5; GSK3B inh: -3

(next part)
SMILES	aSyn UTR inh	HSF1 inh	PolyA inh	GSK3A inh	IEC-6 cytotox	HSF1 activator	KLF5 inhibitor	AI-2 QS mod	HSP90 refold inh	GSK3B inh
CCC(c1nnc(SCC(=O)Nc2ccc(Cl)cc2C(F)(F)F)n1C1CCCCC1)N(C)C (stereo unspecified)	13	-5	i	0	-4	-16	-39	19	-1	-6
CC(C)CCN1CCN(Cc2ccc(C#CC(C)(C)O)s2)CC1CCO (stereo unspecified)	-15	-11	i	9	8	9	-17	20	8	-1
CCC(C)C(NC=C1C(=O)OC(C)(C)OC1=O)C(=O)O (stereo unspecified)	-7	0	i	2	-1	12	9	9	4	-3
Cc1cc(N2C(=O)C3C4CCC(C4)C3C2=O)no1 (stereo unspecified)	-17	13	i	-4	2	31	-14	24	0	-4
COc1ccccc1OCc1nnc(SCC(N)=O)n1-c1ccccc1	2	-5	i	0	1	1	-3	-9	-2	-3
CC(=O)c1cnc2cc(-c3ccccc3)nn2c1C	-167	19	i	-1	-6	15	-105	12	-1	2
Cc1ccc(Cl)cc1NC(=O)c1cc2ccccc2cc1O	54	5	i	-6	-4	-9	-23	19	2	0

Screens from PubChem BioAssay.
